# Screening data: PubChem BioAssay, several laboratories
# GalR3 antagonist: antagonists of human GalR3 | HEK293 GalR3-CNG cAMP membrane potential fluorescence; galR3 body fused to GalR1 C-terminus | inhibition, % at 3 µM | 0.44% of 360,000 active;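 active = inhibition above the screen-wide average plus 3 SD, cut at about 13% in these data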;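 note: forskolin and galanin both at EC90 stimulate the cells; cAMP rise reported by CNG channel membrane potential dye signal; 0% = forskolin plus galanin with DMSO and 100% = forskolin alone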
# IMP-1 inh: blocks Pseudomonas aeruginosa IMP-1 metallo-beta-lactamase. inhibition, % at 5.6 µM. AID 1556. 0.45% of 290,000 active. purified IMP-1, nitrocefin hydrolysis, epi-absorbance fluorescence;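 active = inhibition above the mean plus 3 SD of all compounds in the same screening run, cut at about 4.5% in these data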;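 note: 0% = IMP-1 with DMSO and 100% = DMSO wells lacking enzyme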
#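 assay system = purified recombinant IMP-1 metallo-beta-lactamase enzyme | schedule = 15 min preincubation plus 25 min reaction at 25 °C | signal = Epi-absorbance fluorescence, 480 nm excitation, 530 nm emission | read-out basis = percent inhibition from optical density relative to buffer-blank wells | controls = IMP-1 with DMSO as 0%, enzyme-free DMSO as 100%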
# DNA FID counter: fluorescent intercalator displacement, NS3 helicase counter-screen; 0.17% of 290,000 active; inhibition, % at 7.9 µM; DNA fluorescent intercalator displacement, fluorescence; in the data active = inhibition above about 37%;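 note: 0% = vehicle and 100% = reference compound; higher means more ethidium bromide displaced from hairpin DNA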
# GPR7 antagonist: human neuropeptides B/W receptor 1 antagonism. P48145. GPR7-expressing cells, fluorescence antagonist assay. inhibition, % at 4.4 µM. 1.1% of 290,000 active. AID 1861; in the data active = inhibition above about 16%, passing the limit was not always enough;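 note: cells stimulated with the agonist NPW; 0% = agonist with vehicle and 100% = vehicle without agonist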
# Target sequence (P48145 whole entry, looked up): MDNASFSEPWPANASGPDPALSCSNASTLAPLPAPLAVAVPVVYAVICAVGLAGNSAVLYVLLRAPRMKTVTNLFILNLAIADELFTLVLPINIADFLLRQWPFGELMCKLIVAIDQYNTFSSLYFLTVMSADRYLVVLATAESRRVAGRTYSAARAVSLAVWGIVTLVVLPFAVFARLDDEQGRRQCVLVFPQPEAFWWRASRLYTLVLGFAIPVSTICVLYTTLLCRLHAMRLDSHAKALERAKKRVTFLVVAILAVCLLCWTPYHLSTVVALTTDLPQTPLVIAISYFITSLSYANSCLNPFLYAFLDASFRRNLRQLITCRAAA
# OXTR agonist: agonists of human oxytocin receptor; P30559; CHO-OTR cells, Fluo-8 calcium fluorescence; normalized: DMSO 0%, oxytocin 100%; activation, % at 3 µM; 0.32% of 320,000 active; AID 2435;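 active = activation above the mean of all tested compounds plus 3 SD, cutoff set per screening run, cut at about 20% in these data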;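 note: peak over basal fluorescence ratio from a 100 s FLIPR kinetic read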
# PHOSPHO1 block: inhibitors of human PHOSPHO1 phosphatase; Q8TCT1; recombinant PHOSPHO1, absorbance phosphatase assay; inhibition, % at 13.3 µM; 1.1% of 290,000 active; AID 1565; in the data active = inhibition above about 60%
# Target sequence (Q8TCT1 whole entry, looked up): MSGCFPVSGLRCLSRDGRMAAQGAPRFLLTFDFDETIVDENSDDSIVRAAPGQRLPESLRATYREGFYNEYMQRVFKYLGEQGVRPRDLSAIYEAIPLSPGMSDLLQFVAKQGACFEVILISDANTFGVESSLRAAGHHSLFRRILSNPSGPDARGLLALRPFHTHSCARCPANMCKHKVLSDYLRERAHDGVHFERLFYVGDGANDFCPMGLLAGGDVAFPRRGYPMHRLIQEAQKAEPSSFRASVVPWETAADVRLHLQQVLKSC
# VIM-2 inhibitor: blocks Pseudomonas aeruginosa VIM-2 metallo-beta-lactamase | purified VIM-2, nitrocefin hydrolysis, epi-absorbance fluorescence | inhibition, % at 5.6 µM | 0.89% of 290,000 active;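 active = inhibition above the mean of all tested compounds plus 3 SD, cutoff set per screening run, cut at about 7.5% in these data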;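 note: red hydrolysis product quenches plate fluorescence so inhibitors raise well fluorescence; 0% = enzyme with DMSO and 100% = DMSO without enzyme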
# V1R ag counter: activates human V1a receptor in oxytocin agonist counter-screen; P37288; CHO-V1R cells, Fluo-8 calcium fluorescence, agonist mode; 0% DMSO, 100% 3 nM vasopressin; activation, % at 3 µM; 0.25% of 320,000 active; AID 2797;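 active = activation above the mean activation of all tested compounds plus 3 SD, per screening run, cut at about 20% in these data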;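 note: signal is peak over basal fluorescence ratio across a 100 second FLIPR read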
# Target sequence (P37288 whole entry, looked up): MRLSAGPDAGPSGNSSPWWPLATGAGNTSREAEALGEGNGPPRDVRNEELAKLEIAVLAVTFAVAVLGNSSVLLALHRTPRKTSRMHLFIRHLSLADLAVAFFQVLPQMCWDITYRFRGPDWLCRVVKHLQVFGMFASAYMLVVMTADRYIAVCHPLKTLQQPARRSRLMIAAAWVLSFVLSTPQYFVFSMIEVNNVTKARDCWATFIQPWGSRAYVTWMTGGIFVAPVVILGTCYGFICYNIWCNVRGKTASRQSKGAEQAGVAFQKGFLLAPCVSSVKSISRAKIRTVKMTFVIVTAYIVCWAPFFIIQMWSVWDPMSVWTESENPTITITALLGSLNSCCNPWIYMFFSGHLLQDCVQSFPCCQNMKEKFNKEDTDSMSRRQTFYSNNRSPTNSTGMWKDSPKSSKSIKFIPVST
# HCV NS3 hel inh: blocks Hepatitis C virus NS3 helicase unwinding | NS3 helicase DNA unwinding, Cy5 molecular beacon fluorescence | inhibition, % at 10.9 µM | 0.56% of 290,000 active;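 active = inhibition above the mean of all tested compounds plus 3 SD, set per campaign, cut at about 35% in these data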;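 note: 0% = DMSO wells and 100% = thioflavine S control wells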
#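 assay system = NS3 helicase fragment of HCV | buffer or medium = MOPS pH 6.5, MgCl2, DTT, Tween20, BSA | timing = 60 min unwinding reaction at 25 °C after ATP addition | signal = Cy5 beacon fluorescence read at start and 1 h | read-out basis = % inhibition of unwinding | control set = low DMSO, high thioflavine S at 110 µM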
# Starred values were filed as active, the others as inactive; . = no result given.
mol,GalR3 antagonist,IMP-1 inh,DNA FID counter,GPR7 antagonist,OXTR agonist,PHOSPHO1 block,VIM-2 inhibitor,V1R ag counter,HCV NS3 hel inh
O=C(OCCN1CCCC1=O)c1cncc(Br)c1,-5,-3.8,0,0,1.1,-19,-1.2,1.0,9
O=C(CSc1nnc(-c2ccccc2Cl)o1)Oc1ccc(Br)cc1,-1,2.8,0,-12,-0.5,5,2.5,2.5,10
O=C(O)CN1C(=O)/C(=C\c2cc(Br)ccc2OCc2ccccc2Cl)SC1=S,-8,-1.1,15,-22,-1.4,.,0.1,-0.1,47*
COC(=O)C1=C(C)Nc2c(c(=O)n(C)c(=O)n2C)C1c1ccncc1 (stereo unspecified),-4,-2.3,2,-3,1.0,-16,-1.4,0.8,3
C(=N\N1CCN(Cc2ccccc2)CC1)/c1cccnc1,-5,-1.1,4,19,-0.5,-4,-0.6,1.3,11
COc1cccc(-c2nnc(SCC(=O)N(C(C)C)C(C)C)o2)c1,-4,-1.7,-25,-9,-1.1,20,0.1,1.1,9
Cc1ccc(CS(=O)(=O)Cc2ccc(C(=O)NCc3ccco3)o2)cc1,-3,-1.1,-7,2,1.6,33,-0.1,3.6,2
CS(=O)(=O)c1sc(C(=O)NC(=S)Nc2ccc(OC(F)(F)F)cc2)c2c1C=CCC2,-2,-4.2,-6,7,1.1,43,-1.1,0.1,-2
Cc1cc(C(=O)COC(=O)c2n[nH]c3ccccc23)c(C)n1C,-3,-3.9,-20,-6,4.4,-10,-0.6,2.7,3
Cc1ccc(NC(=S)N2CCCC2)cc1Cl,1,-3.4,-4,14,.,32,-3.6,.,0
O=C(NCC(O)CO)c1ccc2[nH]c3ccccc3c2c1 (stereo unspecified),-1,3.0,5,26*,0.7,-10,1.7,0.5,-1
COC(=O)c1cc(NC(=O)CC2SCCNC2=O)cc(C(=O)OC)c1 (stereo unspecified),-2,-2.2,-9,-18,0.2,-22,-5.5,0.7,0
Cc1ccc(S(=O)(=O)NC2=NCN(C)CN2)cc1[N+](=O)[O-],0,-2.0,-2,-3,-0.6,20,-0.6,2.4,0
CCn1nnc2sc3c(c2c1=O)CCC(C)C3 (stereo unspecified),-3,-0.4,-3,12,-2.3,45,1.2,0.4,6
CCOC(=O)N/N=C/c1ccc(OCCSc2ccc(Cl)cc2)c(OCC)c1,-9,-0.5,-18,-2,-0.5,-33,-2.5,1.5,-6
O=C(CSc1ncn[nH]1)NCc1ccc2c(c1)OCO2,-1,-1.0,-1,-5,-0.2,12,0.1,0.0,5
CCc1nn(C(C)C(=O)N2CCN(c3ccccc3)CC2)c(=O)c2cc3occc3n12 (stereo unspecified),1,-0.3,-48,-5,2.3,48,1.2,3.1,8
COc1cccc(NC(=O)C2C3CC4OC(=O)C2C4C3)c1 (stereo unspecified),4,-3.8,10,-18,1.3,-17,0.4,-0.8,-18
N#Cc1cnn2ccc(-c3cc(N4CCOCC4)ccc3[N+](=O)[O-])nc12,-3,-4.4,4,4,1.7,-100,-2.2,0.8,-7
Cc1ccc2nc(-c3ccc(NC(=O)COC(=O)c4ccc(Br)o4)cc3)sc2c1,5,-2.1,-1,-8,0.5,2,-0.4,-0.5,3

# Gathered by group, those above containing a thiophene ring, fused or not
mol,GalR3 antagonist,IMP-1 inh,DNA FID counter,GPR7 antagonist,OXTR agonist,PHOSPHO1 block,VIM-2 inhibitor,V1R ag counter,HCV NS3 hel inh
CS(=O)(=O)c1sc(C(=O)NC(=S)Nc2ccc(OC(F)(F)F)cc2)c2c1C=CCC2,-2,-4.2,-6,7,1.1,43,-1.1,0.1,-2
CCn1nnc2sc3c(c2c1=O)CCC(C)C3 (stereo unspecified),-3,-0.4,-3,12,-2.3,45,1.2,0.4,6

# New compounds follow
mol,GalR3 antagonist,IMP-1 inh,DNA FID counter,GPR7 antagonist,OXTR agonist,PHOSPHO1 block,VIM-2 inhibitor,V1R ag counter,HCV NS3 hel inh
COc1ccc(C2C=C(c3ccccc3)Nc3nc(CCCO)nn32)cc1 (stereo unspecified),-4,-0.7,-16,-7,-0.9,-8,1.7,-0.8,4
O=C(NCC(=O)N(c1ccc(Cl)cc1)C(C(=O)NC1CCCC1)c1ccncc1)c1ccco1 (stereo unspecified),-9,-1.3,-35,0,0.1,45,-1.3,0.4,-4
OCCCNc1nc(-c2ccc(Cl)cc2)nnc1-c1ccc(Br)cc1,-1,-2.6,-10,3,-2.7,-5,-2.5,0.4,-21
CC(C)CCOCC(=O)Nc1cccc(C(=O)O)c1,-4,-3.4,-6,-1,1.4,7,-2.4,0.2,-3
CN(C)S(=O)(=O)c1ccc(Cl)c(C(=O)Nc2cccc3ncccc23)c1,-9,-2.7,-4,1,3.5,4,-1.5,2.5,7
Oc1ccc(/C=N/N(c2ccccc2)c2ccccc2)cc1O,0,-4.6,-4,-6,-0.5,4,-2.8,0.1,-6
CCCC(=O)Nc1nc(C(=O)OCC)cs1,-3,-7.2,-3,-10,1.4,2,-1.3,1.2,3
Cc1cc2[nH]c(=S)[nH]c2cc1C,-4,-2.5,-3,-3,0.6,-41,-6.0,-0.3,6
CCOC(=O)/C(=C\C=C\N1CCOCC1)C(C)=O,0,-1.6,-4,4,1.1,4,1.2,1.1,5
CC(=O)c1ccc(NC(=O)C(C)OC(=O)c2ccc3c(c2)nc(C)n3-c2ccccc2)cc1 (stereo unspecified),-3,-5.1,-36,10,2.3,-10,-5.5,1.9,-13
COc1ccc(NC(=O)COc2ccc(S(=O)(=O)N3CCOCC3)cc2C)cc1OC,6,-1.0,-29,-13,6.4,22,0.4,8.6,-7
O=C(COc1ccc(-n2cnnn2)cc1)N1CCN(c2ccc(F)cc2)CC1,-4,0.4,-17,21,3.0,-36,3.1,3.1,4
Cc1ccc2c(N)c(C(=O)c3ccccc3)sc2n1,-3,-1.0,4,2,-2.8,-117,2.0,-1.5,-1
Cc1nc2cc(-c3ccc(Cl)cc3)nn2c(C)c1CCC(=O)NC(C)c1ccc2c(c1)OCCO2 (stereo unspecified),3,-0.7,-8,4,4.6,-14,-2.7,5.2,-2
COCCCNC(=O)C1CC(=O)N(C2CCCC2)C1 (stereo unspecified),1,-1.8,1,1,0.3,52,-0.7,-0.1,10
COc1ccccc1NC(=O)c1cc(C)nc2ccccc12,-3,-1.9,0,-3,-0.5,-6,0.0,0.5,1
CCn1c(CNS(=O)(=O)c2ccc(Cl)cc2)n[nH]c1=S,-1,-4.2,-5,4,0.2,-130,-3.4,1.8,8
COc1ccccc1Nc1n[nH]c(=S)s1,1,-1.6,-6,-16,0.5,52,-2.9,-0.1,1
COc1ccc(NS(=O)(=O)/C=C/c2ccccc2)cc1,-11,-4.1,-3,5,0.5,16,-2.4,2.8,3
Cc1cccc(OCC(=O)Nc2ccc3oc(=O)ccc3c2)c1,-3,-2.0,-21,36*,4.0,-1,-0.1,5.5,-2
Cn1c2ccccc2c(=O)c2c(=O)n(C3CCCCCC3)c(C3CCCCC3)nc21,-1,0.6,-5,-9,.,-9,-3.8,.,5
CC(C)Oc1ccc(CNC(=O)Cn2c(=O)oc3ccccc32)cc1,3,-1.9,-4,-5,1.1,20,0.2,2.0,3
O=c1c2c3c(sc2nc2sc(C4CC4)nn12)CCCC3,.,-5.2,-1,-13,-1.1,11,-3.2,0.6,-4
Cc1oc2c(c1C(=O)Nc1cccc(C(=O)O)c1)CCCC2,-2,-2.4,-1,-4,0.3,26,-4.0,0.4,8
CCCCC(=O)NCc1ccc(F)cc1,-2,-4.1,-5,-8,-0.3,14,-4.0,0.0,14
CCCOc1ccc(Cn2c(O)cc(=O)[nH]c2=O)cc1,5,-1.1,-18,-5,-0.7,23,-0.9,1.5,13
O=C1CC(c2ccccc2)Cc2nc3nc(C(F)(F)F)nn3cc21 (stereo unspecified),-10,-1.5,-14,-3,-0.6,8,0.5,-0.5,17
CC1OC(Nc2ccc(N=Nc3ccccc3)cc2)C(O)C(O)C1O (stereo unspecified),-4,-1.3,-3,6,-0.3,16,-1.4,2.6,4
O=c1nc2n(c3ccc([N+](=O)[O-])cc13)CCCCC2,-7,-3.1,3,-3,0.5,45,-2.0,0.0,12
Cc1ccc(SCCN)cc1C,-7,-2.7,1,-18,0.1,-4,-1.4,1.2,-12
CC(C)(C)Nc1nc(SCC(=O)Nc2ccccc2)nc(N2CCOCC2)n1,-5,-2.1,-26,-4,-1.4,10,0.6,-0.6,-7
Fc1ccc(/C=N/NC(=S)Nc2ccc(Cl)cc2Cl)cc1,2,-1.1,-3,14,0.2,25,-2.6,0.2,-7
Nc1c(C(=O)N/N=C/c2cccnc2)cnn1-c1ccccc1,-2,-1.8,-7,-7,2.3,-18,-2.6,0.3,2
O=S1(=O)N=C(N2CCc3ccccc3C2)c2ccccc21,-1,-2.4,-1,-2,0.5,18,-3.0,0.3,2
Cc1ccc(S(=O)(=O)N(NC2=NS(=O)(=O)c3ccccc32)C(=O)c2ccccc2)cc1,-5,-4.6,-28,-7,-1.6,-7,-0.9,0.0,6
Cc1ccc(-n2nc3c(N4CCC(C(=O)N5CCN(C)CC5)CC4)nnc(C)c3c2C)cc1,-5,-0.4,29,2,-1.7,18,6.0,-1.0,-22
CC(c1ccccc1)n1c(N2CCNCC2)nc2c1c(=O)[nH]c(=O)n2C (stereo unspecified),-12,-3.0,-16,-14,.,19,-0.8,.,4
COc1ccc(-c2cc(=Nc3ccc(C)cc3)c3ccccc3o2)cc1,0,-3.2,0,2,-1.9,9,-1.3,0.9,-5
COc1cc(C(=O)OCC(C)=O)c([N+](=O)[O-])cc1OC,-5,-0.7,15,5,0.6,16,-2.0,-0.6,2
Cn1c(=O)oc2cc(S(=O)(=O)N3CCN(c4cccc(Cl)c4)CC3)ccc21,-4,-4.2,0,-2,1.0,-16,-2.1,1.5,11
COc1cc(OC)c(NC(=O)C2CCCO2)cc1Cl (stereo unspecified),-3,-2.4,-5,-4,-1.1,24,-0.4,-0.6,-2
O=C(CNC(=O)c1ccco1)OC(C(=O)c1ccccc1)c1ccccc1 (stereo unspecified),-1,-2.5,-9,-4,0.1,-4,-1.1,-0.1,6
Cc1ccc(C(=O)/C=C/c2ccc(F)cc2)o1,-6,-0.3,0,19,-2.1,-9,-0.4,-1.2,4
CCOc1ccccc1N1C(=O)CN(Cc2ccc(OC)c(OC)c2)C1=S,-6,-0.7,-29,4,-0.2,33,-1.0,3.9,-2
COc1ccc(CNC(=S)NCc2ccc(Cl)cc2)cc1OC,0,-2.2,-16,4,6.4,28,-4.7,10,-4
Cc1cccc(N2CCN(C(=O)c3ccc(NC4=NC5CS(=O)(=O)CC5S4)cc3)CC2C)c1 (stereo unspecified),-10,-1.5,-40,-2,0.8,58,-5.1,0.5,-1
COc1ccc(NC(=O)COC(C)=O)cc1Cl,-3,-2.4,4,-3,0.2,-11,-2.8,0.5,-5
